Assay outcomes: PubChem BioAssay, several laboratories
AGP1 TOR yeast: modulators of TOR pathway AGP1-GFP in S. cerevisiae; S. cerevisiae AGP1-GFP multiplex flow cytometry, 3 h; GFP as percent of DMSO wells; 320,000 compounds, 0.02% hits; GFP response vs DMSO, % at 10 µM;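 active = GFP response relative to DMSO above a set limit, near screen average plus 3 SD, cut at about 150% in these data; inconclusive = fewer than 70 cells counted for the yeast strain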;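 also: median GFP channel fluorescence of the gated AGP1 strain per well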
Efflux pump inh: blocks antifungal efflux pumps in multiplex yeast assay; 330,000 compounds, 0.44% hits; S. cerevisiae Candida pump triplex, Nile Red efflux; inhibition, % at 10 µM;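 active = plate passing quality check with inhibition over a set limit, or well fluorescence over plate mean plus 4 SD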;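 also: Nile Red retained in pooled yeast measured as flow cytometry median fluorescence; 0% = buffer negative control and 100% = Enniatin B positive control; higher means more Nile Red kept so more efflux inhibition; some compounds called inactive have numbers as strong as hits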
MEP2-GFP yeast: yeast TOR pathway MEP2-GFP modulation; 330,000 compounds, 0.51% hits; S. cerevisiae MEP2-GFP strain, flow cytometry GFP, 3 h; 100% = DMSO control level; GFP response vs DMSO, % at 10 µM;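 active = GFP response versus DMSO above a set limit, roughly screen mean plus 3 SD, cut at about 180% in these data; inconclusive = fewer than 70 cells counted for a yeast strain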;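 also: median GFP fluorescence of the barcode-gated MEP2-GFP cells per well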
LAP4 TOR yeast: modulators of TOR pathway LAP4-GFP in S. cerevisiae; S. cerevisiae LAP4-GFP multiplex, flow cytometry GFP, 3 h; median GFP as percent of DMSO wells; GFP response vs DMSO, % at 10 µM; 320,000 compounds, 0.34% hits; AID 2023;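 active = GFP response vs DMSO above a set limit, about the screen mean plus 3 SD, cut at about 150% in these data; inconclusive = under 70 cell events counted for the yeast strain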
Yeast superoxide: yeast age-related superoxide inhibition as caloric restriction mimetic; superoxide response (% of plate mean), % at 10 µM; S. cerevisiae aged cells, superoxide DHE fluorescence; active compounds read low; 330,000 compounds, 0.18% hits; AID 2690;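 active = superoxide response under a set limit, about three screen SD below normal, cut at about 65% in these data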;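 also: yeast aged for seven days with compound at 30 °C before DHE staining; 100% = average MFI of all compound-treated wells on the plate with controls excluded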
RPL19A TOR yeast: modulators of TOR pathway RPL19A-GFP in S. cerevisiae; 330,000 compounds, 0.3% hits; percent response vs DMSO, % at 10 µM; S. cerevisiae RPL19A-GFP strain, flow cytometry, 3 h; active compounds read low; AID 2025;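 active = percent response vs DMSO below 50%; inconclusive = fewer than 70 events counted for the yeast strain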;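 also: median channel GFP fluorescence of the barcoded RPL19A-GFP strain; ratio of sample median GFP to plate DMSO average so 100% = DMSO; lower means less RPL19A-GFP as with rapamycin TOR inhibition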
AHR act: activators of human aryl hydrocarbon receptor; activation, % at 5 µM; 320,000 compounds, 2.5% hits; AHR-responsive luciferase reporter cells, luminescence; P35869; in the data active = activation above about 47%;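 also: 0% = vehicle wells and 100% = reference agonist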
Target sequence (P35869 whole entry, looked up): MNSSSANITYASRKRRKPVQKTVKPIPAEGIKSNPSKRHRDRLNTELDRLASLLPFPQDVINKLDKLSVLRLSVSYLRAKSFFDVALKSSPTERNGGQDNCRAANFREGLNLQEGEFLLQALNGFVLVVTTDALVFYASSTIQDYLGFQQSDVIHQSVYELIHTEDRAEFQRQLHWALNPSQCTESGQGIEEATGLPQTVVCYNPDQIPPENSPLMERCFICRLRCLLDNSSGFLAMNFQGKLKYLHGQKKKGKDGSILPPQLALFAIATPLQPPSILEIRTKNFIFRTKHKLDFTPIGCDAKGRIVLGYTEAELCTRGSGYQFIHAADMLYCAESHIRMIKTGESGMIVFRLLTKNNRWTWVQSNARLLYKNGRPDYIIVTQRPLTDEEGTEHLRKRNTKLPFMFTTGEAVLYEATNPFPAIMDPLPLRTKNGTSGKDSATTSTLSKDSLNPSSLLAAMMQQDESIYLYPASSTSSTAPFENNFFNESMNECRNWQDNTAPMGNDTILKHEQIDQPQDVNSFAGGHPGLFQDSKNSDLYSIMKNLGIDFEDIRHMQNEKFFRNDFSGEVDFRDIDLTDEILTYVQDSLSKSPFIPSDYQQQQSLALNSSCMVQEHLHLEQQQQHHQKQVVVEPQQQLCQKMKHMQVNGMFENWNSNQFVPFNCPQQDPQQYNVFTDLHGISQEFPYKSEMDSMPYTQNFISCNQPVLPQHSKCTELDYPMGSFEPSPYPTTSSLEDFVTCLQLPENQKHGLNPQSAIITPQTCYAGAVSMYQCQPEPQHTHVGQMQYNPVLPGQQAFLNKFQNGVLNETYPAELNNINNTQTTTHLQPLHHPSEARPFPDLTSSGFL
CIT2-GFP yeast: modulators of TOR pathway CIT2-GFP in S. cerevisiae; S. cerevisiae CIT2-GFP strain, flow cytometry, 3 h; 100 means same as DMSO wells; GFP response vs DMSO, % at 10 µM; 320,000 compounds, 0.065% hits; AID 2029;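 active = GFP response relative to DMSO above a set limit, near the screen mean plus 3 SD, cut at about 150% in these data; inconclusive = Fewer than 70 cells measured for a yeast strain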;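 also: ratio of well median GFP fluorescence to mean of DMSO wells on the plate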
* hit, by the source's call; ? = inconclusive; / = not tested or not shown; [ ] = dose if it differs, or a comment. The order is random. Share with any hit: about 3.9%.

SMILES	AGP1 TOR yeast	Efflux pump inh	MEP2-GFP yeast	LAP4 TOR yeast	Yeast superoxide	RPL19A TOR yeast	AHR act	CIT2-GFP yeast
COc1ccc(N/C=C/C(=O)C(C)(C)C)cc1	109	-0.3	109	98	117	103	2	105
O=C(Nc1nc2c(s1)CCCC2)C1CCCN1C(=O)c1cccs1 (stereo not drawn)	102	-0.1	125	108	91	98	3	107
c1ccc(C2=Nc3ccccc3SC2c2nc3ccccc3[nH]2)cc1 (stereo not drawn)	108	0.0	98	118	88	98	24	106
CN(CCOc1ccccc1)C(=O)c1ccc(F)c(S(=O)(=O)N2CCOCC2)c1	101	-0.3	90	99	89	88	-1	89
NC(=O)c1ccc(CN2CCc3ccccc3C2)cc1	101	-0.1	103	88	103	105	0	110
Cc1ccc(C)c(C(=O)OCC(=O)Nc2cccc(S(=O)(=O)N3CCCCC3)c2)c1	106	0.6	102	107	133	101	1	99
[O-][n+]1c(/C=C/c2ccccc2)ccc2ccccc21	103	0.0	104	99	97	102	/	101
C/C(O)=C(/C=Nc1ccccc1)C(=O)Nc1ccccc1	95	-0.1	98	113	89	91	48*	93
COc1ccccc1/C=C(\NC(=O)c1ccc(OC)c(OC)c1)C(=O)Nc1cccc([N+](=O)[O-])c1	106	0.5	108	94	102	113	-2	107
O=C(NCc1ccco1)C(c1ccccc1)N(Cc1cccnc1)C(=O)Cn1nnc2ccccc21 (stereo not drawn)	104	0.1	102	104	98	102	6	99
CC(=O)Nc1ccc(NC(=O)CN(c2cccc([N+](=O)[O-])c2)S(C)(=O)=O)cc1	101	0.1	101	90	120	99	2	101
CC1(C)CC(=O)C(C2c3ccccc3Oc3ccccc32)C(=O)C1	100	-0.1	100	88	98	108	-4	102
COc1ccc(C(=O)CN(CCC(=O)O)S(=O)(=O)c2ccc([N+](=O)[O-])cc2)cc1	84	-0.1	94	123	90	97	1	74
C=CCNc1oc(COc2ccc(C)cc2)nc1C#N	109	0.0	132	122	107	105	5	99
CC(=O)N1CCc2cc(S(=O)(=O)CCC(=O)NCc3ccc(F)cc3)ccc21	17	-0.1	122	85	90	59	0	101
O=C(O)/C=C/C(=O)Nc1ccc(OC(F)(F)Cl)cc1	100	-0.1	92	97	101	95	-1	99
COC(=O)c1c(C)oc(C)c1S(=O)(=O)NCc1ccc(Cl)cc1Cl	106	0.0	102	115	97	98	-1	93
CCCn1c2ccccc2c2cnn(CC(=O)NC3CCCC(C)C3C)c(=O)c21 (stereo not drawn)	102	0.0	106	98	116	104	1	103
COC(=O)CCCCCCCCC(O)CN(C)C (stereo not drawn)	101	-0.1	101	92	97	98	2	117
CN(C)CC(C(=O)c1ccccc1)c1ccccc1 (stereo not drawn)	93	0.0	93	101	81	100	-1	102
COc1ccc(CNC2CCCCC2C)c(OC)c1 (stereo not drawn)	32[may fluoresce violet]	-0.1	148	91[may fluoresce violet]	79	45*[may fluoresce violet]	2	?
COCCN(CC1CCCN(C2Cc3ccccc3C2)C1)C(=O)CCSC (stereo not drawn)	86	-0.2	111	93	89	104	12	96
COc1ccccc1N1CCN(C(=O)COc2ccc(C)cc2Br)CC1	91	0.4	94	97	106	97	8	86
COC(=O)/C(=C/Nc1ccccc1)[N+](=O)[O-]	101	0.0	108	107	92	103	2	102
CCN(CC)c1ccc(/C=N/N(c2ccccc2)c2ccccc2)c(O)c1	101	-0.3	107	107	116	97	94*	101

Two records picked at random from the list so far, as already listed:
SMILES	AGP1 TOR yeast	Efflux pump inh	MEP2-GFP yeast	LAP4 TOR yeast	Yeast superoxide	RPL19A TOR yeast	AHR act	CIT2-GFP yeast
NC(=O)c1ccc(CN2CCc3ccccc3C2)cc1	101	-0.1	103	88	103	105	0	110
CN(CCOc1ccccc1)C(=O)c1ccc(F)c(S(=O)(=O)N2CCOCC2)c1	101	-0.3	90	99	89	88	-1	89

Single records, as listed above. Order of screens: AGP1 TOR yeast | Efflux pump inh | MEP2-GFP yeast | LAP4 TOR yeast | Yeast superoxide | RPL19A TOR yeast | AHR act | CIT2-GFP yeast
`C=CCNc1oc(COc2ccc(C)cc2)nc1C#N` is listed as 109 | 0.0 | 132 | 122 | 107 | 105 | 5 | 99
`CC1(C)CC(=O)C(C2c3ccccc3Oc3ccccc32)C(=O)C1` is listed as 100 | -0.1 | 100 | 88 | 98 | 108 | -4 | 102
`COC(=O)/C(=C/Nc1ccccc1)[N+](=O)[O-]` is listed as 101 | 0.0 | 108 | 107 | 92 | 103 | 2 | 102

Next part.
SMILES	AGP1 TOR yeast	Efflux pump inh	MEP2-GFP yeast	LAP4 TOR yeast	Yeast superoxide	RPL19A TOR yeast	AHR act	CIT2-GFP yeast
c1ccc(-c2nnc(CSc3nc4ccccc4[nH]3)o2)cc1	97	0.4	95	95	111	96	0	92
COc1cc(C2Nc3ccccc3NC3=C2C(=O)CC(C)(C)C3)cc(OC)c1OC (stereo not drawn)	98	-0.2	94	91	112	98	0	105
NC(=O)NC(=O)C(c1ccccc1)N1CCN(S(=O)(=O)Cc2ccccc2)CC1 (stereo not drawn)	100	-0.1	100	99	72	98	20	105
COc1ccccc1/C=C/c1nc(S(=O)(=O)c2ccccc2)c(N2CCC(C(N)=O)CC2)o1	87	0.1	85	88	113	94	0	85
O=C(Cc1cccs1)NCc1cc(Cl)cc(Cl)c1	104	-0.2	104	101	98	111	4	111
Cc1cc2cc(CNC(=O)Nc3ccc(Cl)c(Cl)c3)ccc2n1C	95	0.3	101	104	112	101	-1	90
Cc1ccc(C)c(OCc2nnc(NC(=O)c3ccc4c(c3)OCO4)s2)c1	103	0.0	96	100	111	98	4	94
c1cc2c(cc1Cn1cnnn1)OCO2	102	0.0	99	99	102	100	0	106
COc1ccc(CCN(C)C(=O)CN2C(=O)NC3(CCCCC3C)C2=O)cc1OC (stereo not drawn)	104	-0.1	102	98	96	100	-1	110
COc1ccc(C(=O)c2no[n+]([O-])c2C(=O)c2ccc(OC)cc2)cc1	89	0.2	86	156*	71	86	5	57
O=C(Cc1ccc(Br)cc1)Nc1ccc2[nH]ncc2c1	103	0.1	109	95	99	106	10	100
COc1ccc(/C=C/C(=O)Nc2ccc3nc4n(c(=O)c3c2)CCCC4)cc1OC	100	0.4	107	101	103	100	0	103
CCN(CC)c1ccc(/C=N/N2CCN(Cc3ccc(Cl)cc3)CC2)c(O)c1	98	0.0	92	110	91	92	3	83
CCOC(=O)CSc1nc(N)cc(=O)[nH]1	100	-0.4	102	104	81	99	-1	99
NC(=O)Cn1c(=O)n(CCc2ccccc2)c(=O)c2c3c(sc21)CCCC3	108	0.1	105	102	95	103	3	105
COCCN(C(=O)CNC(=O)c1cccs1)C(C(=O)NC1CCCC1)c1cccs1 (stereo not drawn)	105	0.1	111	101	78	97	13	107
CSc1ccccc1NC(=O)CN(C)C(=O)c1c(C)nn(Cc2ccccc2)c1C	105	-0.2	99	99	97	101	0	98
O=C(CN1C(=O)c2cccc3cccc1c23)NC1CCCCC1	100	0.2	108	89	112	103	5	104
COc1ccc(NC(=O)COC(=O)c2c(F)cccc2Cl)cc1OC	99	0.0	107	100	93	97	4	103
C/C(=N\NC(=S)Nc1ccc(C)cc1)c1cccc(N)c1	101	0.1	101	92	103	101	26	101
CC(C)C(NC(=O)/C(=C\c1ccco1)NC(=O)c1ccco1)C(=O)O (stereo not drawn)	84	0.0	101	84	93	97	1	88
Cc1cnc(C(=O)Nc2cc(F)ccc2C)cn1	84	0.0	65	104	88	96	-3	93
CC(C)c1cc(NC(=O)c2ccccc2)cc(C(C)C)c1O	101	0.1	97	97	103	100	7	/
Cc1ccccc1NC1=C(Cl)C(=O)OC1NC(=O)c1ccccc1 (stereo not drawn)	102	-0.2	105	105	103	104	4	101
COc1ccc2cc1Oc1ccc(cc1)C[C@H]1c3cc(c(OC)cc3CCN1C)Oc1c(O)c(OC)cc3c1[C@H](C2)N(C)CC3	94	-0.1	99	123	95	104	-5	112
COc1ccc(NC(=S)NC(NC(=O)c2cccc3ccccc23)C(Cl)(Cl)Cl)c([N+](=O)[O-])c1 (stereo not drawn)	106	-0.1	107	102	95	100	7	105

5 of the compounds above, with two lines to a compound:
Order of values: AGP1 TOR yeast | Efflux pump inh | MEP2-GFP yeast | LAP4 TOR yeast | Yeast superoxide | RPL19A TOR yeast | AHR act | CIT2-GFP yeast
Cc1ccccc1NC1=C(Cl)C(=O)OC1NC(=O)c1ccccc1 (stereo not drawn)
    102 | -0.2 | 105 | 105 | 103 | 104 | 4 | 101
COc1ccc(CCN(C)C(=O)CN2C(=O)NC3(CCCCC3C)C2=O)cc1OC (stereo not drawn)
    104 | -0.1 | 102 | 98 | 96 | 100 | -1 | 110
COc1ccc(NC(=S)NC(NC(=O)c2cccc3ccccc23)C(Cl)(Cl)Cl)c([N+](=O)[O-])c1 (stereo not drawn)
    106 | -0.1 | 107 | 102 | 95 | 100 | 7 | 105
CC(C)c1cc(NC(=O)c2ccccc2)cc(C(C)C)c1O
    101 | 0.1 | 97 | 97 | 103 | 100 | 7 | /
c1cc2c(cc1Cn1cnnn1)OCO2
    102 | 0.0 | 99 | 99 | 102 | 100 | 0 | 106
